APOBEC3A inh: human APOBEC3A DNA deaminase inhibition. P31941. recombinant A3A, FAM/TAMRA ssDNA deamination fluorescence. inhibition, % at 20 µM. actives 0.41% (n = 330,000). AID 493011;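 active means at least 40% inhibition at 20 µM here, with at most 30% in a related deaminase screen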;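 further: plate controls were A3A with DMSO for no effect and wells lacking A3A enzyme for full effect; some results filed as inactive read as strong as hits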
ATG4B inh: blocks human ATG4B protease cleavage of LC3 substrate | Q9Y4P1 | ATG4B cleavage of LC3-PLA2, NBD-HPC fluorescence, 1 h | inhibition, % at 8.33 µM | actives 0.51% (n = 340,000); in the data active means inhibition above about 40%
PfGluPho inh: PfG6PD (Plasmodium falciparum) enzyme inhibition | PfGluPho enzyme, NADPH resazurin-diaphorase fluorescence | inhibition, % at 20 µM | actives 0.78% (n = 350,000);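 active means inhibition reaching at least a set limit at 20 µM in the primary screen, cut at about 59% in these data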;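 further: 0% = DMSO wells with substrate and 100% = DMSO wells lacking glucose-6-phosphate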
HKDC1 inhibitor: blocks human hexokinase HKDC1 activity. recombinant HKDC1, G6PDH/diaphorase resazurin coupled fluorescence. inhibition, % at 20 µM. actives 0.16% (n = 340,000). Q2TB90;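 active means inhibition above about 35% when tested at 20 µM, limit read from the data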;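 further: plate controls were DMSO wells with enzyme for no effect and DMSO wells lacking enzyme for full effect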
Target sequence (Q2TB90 whole entry, looked up): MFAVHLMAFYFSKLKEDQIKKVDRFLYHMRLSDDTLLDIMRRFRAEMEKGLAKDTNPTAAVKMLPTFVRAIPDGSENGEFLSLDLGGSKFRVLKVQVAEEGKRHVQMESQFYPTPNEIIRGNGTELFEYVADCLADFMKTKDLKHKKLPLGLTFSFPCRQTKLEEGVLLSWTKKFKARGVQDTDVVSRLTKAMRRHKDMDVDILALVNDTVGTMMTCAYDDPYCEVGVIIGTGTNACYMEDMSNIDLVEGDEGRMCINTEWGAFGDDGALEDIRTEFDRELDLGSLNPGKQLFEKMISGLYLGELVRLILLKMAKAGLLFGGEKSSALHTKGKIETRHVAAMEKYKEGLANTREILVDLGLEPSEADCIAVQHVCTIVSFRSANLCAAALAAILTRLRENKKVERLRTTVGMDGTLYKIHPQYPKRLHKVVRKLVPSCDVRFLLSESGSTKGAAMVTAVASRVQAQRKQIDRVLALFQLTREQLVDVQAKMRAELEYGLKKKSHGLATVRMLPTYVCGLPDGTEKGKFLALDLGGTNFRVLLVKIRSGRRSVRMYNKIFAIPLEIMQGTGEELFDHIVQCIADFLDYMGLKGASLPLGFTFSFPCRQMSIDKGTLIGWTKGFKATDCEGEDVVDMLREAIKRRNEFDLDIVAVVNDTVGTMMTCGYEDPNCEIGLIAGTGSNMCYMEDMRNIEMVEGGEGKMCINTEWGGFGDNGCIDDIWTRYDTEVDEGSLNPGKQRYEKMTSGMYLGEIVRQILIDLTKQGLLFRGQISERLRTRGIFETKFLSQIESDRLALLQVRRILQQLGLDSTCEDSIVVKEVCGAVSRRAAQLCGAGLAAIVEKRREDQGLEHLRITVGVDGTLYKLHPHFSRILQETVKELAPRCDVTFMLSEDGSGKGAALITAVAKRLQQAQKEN
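System: Recombinant HKDC1 hexokinase | Amount: HKDC1 at 5 µg/mL | Reagent: Glucose with 1 mM ATP | Doses: Single 20 µM dose | Incubation: Reaction time 90 min, room temperature, protected from light | Signal: Coupled resazurin fluorescence, excitation 525 nm, emission 613 nm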
hIAP act: increases human intestinal alkaline phosphatase activity. P09923. purified human IAP, CDP-Star luminescence, 30 min; stronger effect = higher value; 1 = vehicle-only enzyme, 0 = enzyme-free background. activation factor at 10 µM. actives 0.16% (n = 330,000). AID 2524;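 active means activation factor of the enzyme at least 2-fold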; further: the source names both 10 and 20 µM as test concentration; values of inactives mirror those of a sister screen read the other way
mIAP act: mouse IAP activation. muIAP, CDP-Star luminescence, 30 min; stronger effect = higher value; 1 = vehicle-only enzyme signal, 0 = enzyme-free wells. activation factor at 10 µM. actives 0.24% (n = 330,000);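 active means activation factor of at least 2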; further: the source names both 10 and 20 µM as test concentration; values of inactives mirror those of a sister screen read the other way
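Assay system: mouse IAP enzyme; reagent: chemiluminescent substrate CDP-Star; dosing: test compounds delivered from DMSO solution; schedule: 30 min at room temperature; measured by: luminescence from enzymatic CDP-Star hydrolysis; controls: DMSO-only wells and no-enzyme negative control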
mIAP block: blocks mouse intestinal alkaline phosphatase; purified mouse IAP, CDP-Star luminescence, 30 min; inhibition, % at 10 µM; actives 0.2% (n = 330,000);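 active means inhibition of at least 40% at 10 µM in the primary screen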;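 further: plate controls were DMSO with enzyme for no effect and no enzyme wells for full effect; values of inactives mirror those of a sister screen read the other way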
hIAP inh: blocks human intestinal alkaline phosphatase | purified IAP, CDP-Star luminescence, 30 min | inhibition, % at 10 µM | actives 0.12% (n = 330,000) | AID 2544;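 active means inhibition reaching a set limit with compound at 10 µM in the primary screen, cut at about 35% in these data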;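 further: plate controls were DMSO wells with enzyme for no effect and no-enzyme buffer wells for full effect; values of inactives mirror those of a sister screen read the other way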
The depositor's hits bear a star. An unsorted share of the library, and some 2.4% of all compounds hit somewhere here.

APOBEC3A inh	ATG4B inh	PfGluPho inh	HKDC1 inhibitor	hIAP act	mIAP act	mIAP block	hIAP inh	Structure
-2.1	-6.0	-6.2	-7.7	0.859	0.964	3.6	14.1	Cc1ccc(NC(=O)COC(=O)Cn2c(C)csc2=O)cc1
-3.8	6.9	0.4	-6.3	0.974	0.832	16.8	2.6	COc1nc(-c2cnccn2)sc1C
-2.1	-11.0	17.1	1.4	1.04	1.3	-29.6	-3.6	COc1ccc(CNC(=O)C2(CC3CC(c4ccccc4)=NO3)CCN(C(=O)OC(C)(C)C)CC2)cc1 (stereo not given)
-0.2	-2.5	-8.8	-3.1	1.02	1.12	-11.7	-1.6	O=S(=O)(Nc1cccnc1Cl)c1ccc(F)cc1
-0.8	-1.2	7.5	-3.1	1.12	0.971	2.9	-12.5	COCCCN(Cc1cccs1)S(=O)(=O)c1c[nH]c(C(=O)OC)c1
-0.2	3.4	0.3	-0.4	1.42	0.983	1.7	-42.1	CCc1nnc(NC(=O)CN2CCN(Cc3cccc(OC)c3)CC2)s1
-0.1	-6.9	-12.9	5.0	1.07	0.997	0.2	-7.1	C=CCNC(=O)c1onc(CSc2ccccc2C)c1C(=O)O
-6.7	-11.5	-16.6	-20.2	1.33	1.15	-14.5	-33.1	CN1CCN(NC(=O)CN2C(=O)/C(=C/c3c(Cl)cccc3Cl)SC2=S)CC1

Later entries:
APOBEC3A inh	ATG4B inh	PfGluPho inh	HKDC1 inhibitor	hIAP act	mIAP act	mIAP block	hIAP inh	Structure
-1.7	-8.2	-1.5	-5.8	0.939	0.966	3.4	6.1	COc1ccc(C)cc1NC(=O)Nc1cnccn1
1.0	1.5	-17.1	7.7	0.952	0.929	7.1	4.8	Cn1nnnc1SCC(=O)N1CCN(c2cccc(Cl)c2)CC1
-5.3	-13.5	13.1	-0.3	0.967	1.12	-12.3	3.3	C[C@@H](C(=O)N1CCN(C(=O)OC(C)(C)C)CC1)n1cc(CCCN=C(NC(=O)OC(C)(C)C)NC(=O)OC(C)(C)C)nn1
2.4	2.7	6.8	-9.0	0.954	0.936	6.4	4.6	O=C(NC1CCCCC1)c1ccc(COCC(F)(F)F)o1
-2.7	2.8	-10.8	-1.6	1.19	1.08	-7.8	-18.6	Cn1c(NC(=O)c2ccccc2C(F)(F)F)cc(=O)n(C)c1=O
-3.2	-5.5	4.8	1.4	1.13	0.981	1.9	-13.1	CN(C)/C=C/C(=O)c1nnn(C2CCCCC2)c1NC1CCCCC1
7.5	9.3	4.7	0.6	1.1	0.981	1.9	-9.6	CCCCn1c(N)c(N(CC(C)C)C(=O)c2cccc(S(=O)(=O)N3CCN(C)CC3)c2)c(=O)[nH]c1=O
0.1	-5.2	16.8	-5.8	1.15	0.941	5.9	-15.2	CN(CCCNC(=O)CSc1cc(=O)n(C)c2cc(Cl)ccc12)Cc1ccccc1

(list continues)
APOBEC3A inh	ATG4B inh	PfGluPho inh	HKDC1 inhibitor	hIAP act	mIAP act	mIAP block	hIAP inh	Structure
-7.1	-1.2	-12.1	-4.4	0.802	1.04	-3.7	19.8	CCN(CC)C(=O)Cn1nnc(-c2ccc(C)o2)n1
-3.0	-13.3	5.8	19.4	0.973	0.995	0.5	2.7	O=c1cc(Nc2ccc3c(c2)OCO3)[nH]c(=O)n1-c1ccc(Br)cc1
-7.0	-1.1	-5.5	3.9	1.05	0.992	0.8	-5.2	S=c1nc[nH]c2c1cnn2Cc1ccccc1
21.4	0.6	-6.6	7.4	1.27	0.894	10.6	-27.2	CC1CCCCC12NC(=O)N(CC(=O)Nc1sc3c(c1C(N)=O)CCC3)C2=O (stereo not given)
-2.2	10.9	21.8	3.5	1.01	0.907	9.3	-0.8	O=C(CC1N=C2c3ccccc3N=C(SCc3ccc(F)cc3)N2C1=O)NCc1ccco1 (stereo not given)
6.5	-7.7	9.8	-1.1	1.09	0.948	5.2	-8.6	CC(NS(=O)(=O)c1ccc(Cl)c(Cl)c1)C(=O)OCC(=O)Nc1ccc2c(c1)OCO2 (stereo not given)
3.9	8.4	-3.6	-10.3	1	0.946	5.4	-0.2	CCOC(=O)c1nc[nH]c1C
-2.9	-5.9	27.3	2.0	1.02	1.1	-10.1	-2.1	Cn1nnnc1SCc1nc2scc(-c3ccccc3)c2c(=O)[nH]1

Other results:
APOBEC3A inh	ATG4B inh	PfGluPho inh	HKDC1 inhibitor	hIAP act	mIAP act	mIAP block	hIAP inh	Structure
1.7	-6.0	4.7	-0.8	0.954	0.983	1.7	4.6	CCS(=O)(=O)NCCCCc1ccccc1
4.3	6.0	-0.7	0.6	0.993	1.03	-3.3	0.7	O=C(COC(=O)C1CCN(C(=O)c2ccc(Cl)cc2)CC1)c1ccco1
2.0	-1.0	11.0	-5.2	0.87	1.07	-6.9	13.0	CS(=O)(=O)N1CCC(C(=O)NCc2ccc(Cl)cc2)CC1
4.3	1.0	-1.2	1.4	1.17	0.913	8.7	-16.7	CCCC(=O)C1=C(O)C(C(=O)OC)C(C)(C)CC1=Nc1cccc([N+](=O)[O-])c1 (stereo not given)
-1.9	-5.1	-11.2	-1.5	0.999	1.04	-4.5	0.1	CC(=O)ON1C(C)(C)CC(OC(=O)c2ccccc2)CC1(C)C
0.4	-0.3	7.9	-0.1	1.05	0.932	6.8	-5.0	O=C(NCC1CCCO1)c1cc(-c2ccccc2)nc2ccc(Br)cc12 (stereo not given)
2.9	10.8	-7.2	-2.2	0.912	1.01	-1.0	8.8	CCN(CC)c1ccc(C=NCCc2ccc(S(N)(=O)=O)cc2)cc1
3.0	-3.5	-4.5	-4.5	1.02	0.916	8.4	-2.0	Cc1ccc(S(=O)(=O)N2CCN(C(=O)COC(=O)c3cncc(Br)c3)CC2)c(C)c1

(continued)
APOBEC3A inh	ATG4B inh	PfGluPho inh	HKDC1 inhibitor	hIAP act	mIAP act	mIAP block	hIAP inh	Structure
-1.1	-0.7	-1.2	2.2	0.794	0.976	2.4	20.6	Cc1ccc(N/N=C/c2ccncc2)cc1
-2.9	-6.3	12.3	2.4	1.02	1.02	-2.1	-2.1	CSc1nnnn1-c1ccc(Cl)cc1
-0.6	-9.2	4.2	-6.4	0.982	1.02	-2.4	1.8	O=C(CN1CCCCC1)NC(=O)NC1CCCC1
-3.7	-6.3	5.4	-7.4	1.12	1.04	-4.5	-12.3	O=C(NCc1ccc2c(c1)OCO2)C1CCCN1S(=O)(=O)c1ccc(Cl)cc1 (stereo not given)
3.4	1.4	13.1	-3.4	1.13	0.961	3.9	-12.8	CCn1nnc2cc(C(=O)Nc3cccc(S(=O)(=O)N(C)C)c3)ccc21
-0.6	-1.6	10.1	-13.6	0.783	0.934	6.6	21.7	Cc1cccc(-n2c(SCC(=O)O)nc3sc4c(c3c2=O)CCCC4)c1
-0.9	-2.8	15.1	-1.9	1.08	0.92	8.0	-7.6	COC(=O)c1sc(S(=O)(=O)NCc2cccs2)c(C(=O)OC)c1C
-4.4	-1.3	11.1	-5.8	0.95	1.04	-4.3	5.0	CCCC(C)C(=O)NCc1ccc2c(c1)OCO2 (stereo not given)

Next structures follow.
APOBEC3A inh	ATG4B inh	PfGluPho inh	HKDC1 inhibitor	hIAP act	mIAP act	mIAP block	hIAP inh	Structure
-0.9	2.9	-10.5	-6.1	1.03	0.952	4.8	-2.7	CSc1ncccc1C(=O)N1CCCC(N2CCN(c3ccccc3F)CC2)C1 (stereo not given)
-1.1	-5.6	18.6	-39.9	0.812	0.995	0.5	18.8	CCOC(=O)CSc1cccc2cccnc12
-1.1	5.1	-15.3	-6.4	0.904	1.1	-9.7	9.6	COc1ccc(NC(C)=O)c(C)c1
-4.2	-5.5	30.1	-10.2	1.2	1.19	-18.6	-19.7	CNC(=S)Nc1ccc(OCc2ccccc2)cc1
-1.3	-7.9	-13.1	2.9	1.07	1.08	-8.1	-7.5	COC(=O)c1cccc(NC(=O)CSc2nnc(COc3cccc(C)c3)n2C)c1
-1.9	7.9	0.3	-9.9	1.03	1.03	-3.4	-2.8	NC(=O)c1ccc(-n2nnnc2Oc2ccccc2C(=O)N2CCOCC2)cc1
-2.2	-15.8	-2.8	-7.2	0.929	1.2	-20.1	7.1	O=C(CC1C[C@H](C(=O)N2CCOCC2)[C@@]2(CCC3CCCC3)c3[nH]c4ccccc4c3CCN2C1=O)NCCc1ccccn1 (stereo not given in full)
4.4	7.0	-15.2	-3.3	0.864	1.1	-10.5	13.6	O=C(NN1CCOCC1)c1ccco1

Next entries follow:
APOBEC3A inh	ATG4B inh	PfGluPho inh	HKDC1 inhibitor	hIAP act	mIAP act	mIAP block	hIAP inh	Structure
0.6	-2.7	-10.4	-13.2	0.929	0.995	0.5	7.1	Nc1nonc1C(=O)OCC(=O)c1ccc(Cl)cc1
-1.3	-6.4	2.5	-1.1	1.02	0.915	8.5	-2.4	COc1ccc(-c2noc(CSc3nc4sc(C)c(C)c4c(=O)n3-c3ccccc3)n2)cc1
-0.4	-11.5	33.1	-8.2	1.05	0.96	4.0	-5.1	O=C(CSCc1ccc(Cl)cc1)Nc1nccs1
3.3	0.8	-17.4	-2.6	0.899	1.07	-6.7	10.1	COc1ccc(S(=O)(=O)N/N=C(/C)c2ccncc2)cc1
1.9	3.4	-4.2	-6.3	1.03	0.988	1.2	-3.3	COCCn1cnc2c1c(=O)[nH]c(=O)n2Cc1ccccc1
-3.7	-9.2	4.2	-8.9	1.02	1.1	-10.4	-2.5	CC1CC(C)CN(C(=S)NC2CCCCC2)C1 (stereo not given)
-2.8	-3.5	-0.9	-4.7	1.03	1.11	-11.5	-3.3	Clc1ccc(-c2cnc3n2CCC3)cc1
0.5	-7.2	24.2	8.2	1	0.932	6.8	-0.3	COc1ccc(OC)c(NC(=O)c2cnc3n(c2=O)CCS3)c1

(listing goes on)
APOBEC3A inh	ATG4B inh	PfGluPho inh	HKDC1 inhibitor	hIAP act	mIAP act	mIAP block	hIAP inh	Structure
-0.8	-4.0	-9.3	-3.8	0.799	1.02	-2.3	20.1	O=S(=O)(c1ccccc1C(F)(F)F)N1CCN(S(=O)(=O)c2ccccc2C(F)(F)F)CC1
0.4	0.4	11.7	-4.8	0.855	1.06	-6.5	14.5	CC1(C)CC(=O)C=C(Nc2ccc(Cl)c(Br)c2)C1
-3.4	-6.3	13.3	-0.1	1.28	0.962	3.8	-28.1	CCCc1cc(=O)oc2c(C)c(OC(C)C(=O)NCC(O)c3ccccc3)ccc12 (stereo not given)
-2.2	-7.3	9.9	-6.1	0.994	0.972	2.8	0.6	CN1C(=O)N(CC(=O)Nc2sccc2C(N)=O)C(=O)C12CCCCC2
-4.4	-1.1	-10.2	8.6	1.12	0.91	9.0	-12.3	CN(C)Cc1c(C#N)c2ccccc2n1C
1.1	3.6	-11.2	9.0	0.995	0.882	11.8	0.5	O=C(c1cc(Cl)nc2ccccc12)N(Cc1nnc(-c2ccc(Cl)cc2)o1)C1CC1
-1.1	11.2	11.4	10.0	0.891	0.97	3.0	10.9	Cc1cc(F)ccc1NCc1ccccc1[N+](=O)[O-]
-1.8	-5.1	-1.6	3.2	1.07	0.915	8.5	-7.3	O=c1c(-c2ccccc2)[n+]([O-])c2ccccc2n1O
0.2	2.1	14.8	-7.7	0.883	0.927	7.3	11.7	COc1ccccc1NC(=O)c1sc2ncn(Cc3ccccc3C)c(=O)c2c1C

High-throughput results: PubChem, Sanford-Burnham Center for Chemical Genomics
